Screening results (PubChem)
EphB4 antag: EphB4-ephrin-B2 interaction antagonists, primary screen, biochemical, TNYL-RAW peptide probe, fluorescence polarization; Ephrin type-B receptor 4 (Homo sapiens), P54760; EphB4 LBD / TNYL-RAW-Alexa532 peptide; inhibition, % at 7 µM; hit rate 0.15% among 97,000; AID 720, 2007;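 active = inhibition above the screen-wide mean inhibition plus 3 SD, cut at about 15% in these data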;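 note: 0% = DMSO wells and 100% = excess unlabeled TNYL-RAW peptide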
Target sequence (P54760 whole entry, looked up, the tested form may be a part): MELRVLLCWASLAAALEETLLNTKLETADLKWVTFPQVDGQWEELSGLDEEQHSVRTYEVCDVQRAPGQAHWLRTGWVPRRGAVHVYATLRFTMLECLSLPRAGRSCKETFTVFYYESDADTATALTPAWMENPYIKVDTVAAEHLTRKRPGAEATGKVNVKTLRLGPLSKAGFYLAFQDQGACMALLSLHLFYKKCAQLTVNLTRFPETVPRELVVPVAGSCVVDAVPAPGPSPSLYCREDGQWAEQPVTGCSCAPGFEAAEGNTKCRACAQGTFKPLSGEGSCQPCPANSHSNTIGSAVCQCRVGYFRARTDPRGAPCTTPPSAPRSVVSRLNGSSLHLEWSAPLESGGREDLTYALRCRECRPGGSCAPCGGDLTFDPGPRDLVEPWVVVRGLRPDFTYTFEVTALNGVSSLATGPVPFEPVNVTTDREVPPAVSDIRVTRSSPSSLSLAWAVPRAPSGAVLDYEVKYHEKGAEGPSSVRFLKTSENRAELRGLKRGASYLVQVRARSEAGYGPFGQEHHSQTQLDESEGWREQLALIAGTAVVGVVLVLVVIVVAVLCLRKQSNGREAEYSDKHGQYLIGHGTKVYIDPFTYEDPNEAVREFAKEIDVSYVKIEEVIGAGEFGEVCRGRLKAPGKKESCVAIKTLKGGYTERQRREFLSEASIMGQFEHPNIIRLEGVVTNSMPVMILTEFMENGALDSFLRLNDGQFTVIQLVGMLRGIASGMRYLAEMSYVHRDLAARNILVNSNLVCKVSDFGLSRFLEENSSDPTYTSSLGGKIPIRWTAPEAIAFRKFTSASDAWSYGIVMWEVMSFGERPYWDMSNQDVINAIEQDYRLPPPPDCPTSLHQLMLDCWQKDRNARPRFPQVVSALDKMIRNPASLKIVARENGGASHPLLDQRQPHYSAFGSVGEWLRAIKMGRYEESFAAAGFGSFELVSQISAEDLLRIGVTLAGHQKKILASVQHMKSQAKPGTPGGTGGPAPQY
S1P2 ag: S1P2 receptor agonists, primary screen, cell-based. Sphingosine 1-phosphate receptor 2 (Homo sapiens), O95136. S1P2-expressing cell line, agonist reporter read-out. activation, % at 4.5 µM. hit rate 0.46% among 97,000; in the data active = activation above about 16%;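 note: 0% = vehicle low control and 100% = maximal reference agonist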
PLAP act: PLAP enzyme activators, biochemical, luminescence, HTS; Alkaline phosphatase, placental type (Homo sapiens), P05187; purified PLAP enzyme, luminescent substrate read-out; hits give high values; activation fold at 20 µM; hit rate 1.2% among 96,000; in the data active = activation fold above about 2
FAK blocker: FAK kinase inhibitors, primary screen, biochemical; Focal adhesion kinase 1 (Homo sapiens), Q05397; biochemical FAK kinase activity assay; inhibition, %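 (tested at 7 µM)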; hit rate 0.84% among 97,000; AID 727, 2007; in the data active = inhibition above about 19%;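 note: 0% = DMSO and 100% = reference compound high control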
S1P2 blocker: human S1P2 receptor antagonists, primary screen, cell-based; hit rate 0.21% among 97,000; AID 736, 2007; cell-based S1P2 antagonist assay, inhibition at 5 uM; inhibition, % at 5 µM; Sphingosine 1-phosphate receptor 2 (Homo sapiens), O95136; in the data active = inhibition above about 45%;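 note: CRE beta-lactamase reporter cells expressing human S1P2 stimulated with S1P; 0% = agonist at EC80 alone and 100% = agonist plus reference antagonist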
Rev-RRE block: HIV-1 Rev-RRE binding inhibitors, primary screen, biochemical, FRET, protein-RNA interaction; AID 704, 2007; inhibition, % at 8 µM; Rev peptide-RRE RNA binding; hit rate 0.79% among 97,000; P05866;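 active = inhibition above the screen-wide mean plus 3 SD, cut at about 35% in these data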;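 note: 0% = median DMSO wells and 100% = median Neomycin B control wells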
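Test system: Cy5-tagged RRE RNA duplex with fluorescein-tagged Rev peptide | Read-out: % inhibition of FRET ratio versus controls | Probe or stimulus: Labelled Rev peptide | Incubation: 5 min RNA-compound premix plus 15 min binding step, 25 °C | Technique: FRET fluorescence readout | Benchmarks: DMSO low control, neomycin B high control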
PLK1 kinase inh: human PLK1 kinase inhibitors, primary screen, biochemical, TR-FRET; Serine/threonine-protein kinase PLK1 (Homo sapiens), P53350; hit rate 0.53% among 97,000; AID 619, 2007; inhibition, % at 10 µM; recombinant PLK1 kinase, TR-FRET peptide phosphorylation;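 active = inhibition of 50% or more in the single-concentration screen; inactive = inhibition below 50%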;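 note: 0% = DMSO max control and 100% = H-89 dihydrochloride min control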
Plk1 PBD FP: Plk1 polo box domain binding inhibitors, primary screen, biochemical, fluorescence polarization; Plk1 PBD phosphopeptide binding; hit rate 0.13% among 97,000; AID 693, 2007; inhibition, %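 (tested at about 20 µM)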; Serine/threonine-protein kinase PLK1 (Homo sapiens), P53350; in the data active = inhibition above about 34%, passing the limit was not always enough
MT1-MMP txn act: MT1-MMP promoter reporter activation – cell-based, luciferase luminescence, primary screen; HT1080 MT1-MMP promoter luciferase reporter, overnight; hits give high values; activation factor at 10 µM; hit rate 0.16% among 86,000; AID 750, 2007;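 active = activation factor of at least 2 for MT1-MMP transcription at 10 µM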
* hit, by the source's call; . = no result given.

EphB4 antag	S1P2 ag	PLAP act	FAK blocker	S1P2 blocker	Rev-RRE block	PLK1 kinase inh	Plk1 PBD FP	MT1-MMP txn act	SMILES
5	-10	0.8	0	14	-1	-13	-3	1.2	CCOC(=O)c1ccc(NC(=O)Cn2cccc2)cc1
4	-7	0.9	-3	17	8	1	-10	.	COc1cccc(-n2nnnc2S(C)(=O)=O)c1
4	-6	1	2	14	5	-8	0	1	COCCCNC(=O)CN(c1cc(OC)ccc1OC)S(=O)(=O)c1ccccc1
3	-7	1.5	1	27	9	-16	-5	1.1	CCOC(=O)c1c(CN2CCN(CCO)CC2)n(C)c2cc(Br)c(OC)cc12
3	-1	1.1	-2	-24	11	-10	9	.	COC(=O)c1c(C)nc2c(c(SC)nn2-c2ccccc2)c1N
4	-7	1	3	24	5	-15	25	1.3	CC1CCN(C(=O)C2CC(c3ccc(F)cc3)=NO2)CC1 (stereo unspecified)
3	-7	1.2	-1	6	-1	-13	-7	1	CCOC(=O)C1C(=O)NC(C)C1c1ccccc1 (stereo unspecified)
1	-5	.	0	-1	-1	-6	-26	1	COC(=O)C1=C(C)NC(=S)N(C(C)=O)C1c1ccccc1 (stereo unspecified)
-5	-6	1.4	-1	17	-1	-12	7	1.2	Cc1ccc(C)c(N(C(=O)Cn2nnc(-c3cccs3)n2)C(C(=O)NC2CC2)c2ccc(C)o2)c1 (stereo unspecified)
5	-6	1	-1	2	7	-2	32	1	CC(=O)Nc1c(C(=O)c2ccccc2)oc2ccccc12
4	-1	1	7	-5	14	-7	-13	1.1	CCOc1cccc(-c2nnc3sc(COc4ccc(OC)cc4)nn23)c1
0	-6	1	-7	8	-1	6	13	1.2	CC1CCN(S(=O)(=O)c2ccc3[nH]c(=O)c(=O)[nH]c3c2)CC1
-6	-1	0.8	1	0	7	-4	21	1.1	c1ccc(CSC2=NCCCN2)cc1
-10	2	1.1	2	-11	1	-11	22	.	N#CCC(=O)NN=C1CCCCCCCCCCC1
1	-4	1	-1	-4	2	12	13	1.5	CCOC(=O)C(CC)n1cnc2c(nnn2-c2ccc(C)cc2)c1=O (stereo unspecified)
3	-2	1.4	4	11	8	-6	-6	1.1	COC(=O)c1ccccc1NC(=O)CN1CCC(NC(=O)c2ccccc2C)CC1
-4	-5	0.9	14	7	4	-6	20	.	NC(=O)c1ccc(-c2ncc(-c3ccccc3)o2)cc1
-4	-4	.	-4	-18	-1	-14	4	1.2	CCC(C)(C)NC(=O)C(c1ccccc1)N(C(=O)c1csnn1)C1CC1 (stereo unspecified)
-11	-2	0.9	1	-9	5	-2	15	1.2	CC1Oc2ccccc2N(CC(=O)N(Cc2ccccc2)Cc2ccccn2)C1=O (stereo unspecified)
-3	-1	1	-2	-8	6	4	8	.	CCC(C)(C)n1nnnc1CN1CCc2ccccc21
11	-6	1	-2	-1	10	-2	9	1.2	Cn1c(N)c(C(=O)COC(=O)C2=COCCO2)c(=O)n(C)c1=O
-16	-4	0.9	3	-1	2	-12	16	1	CNc1nc2c(c(=O)n(C)c(=O)n2C)n1Cc1ccccc1
-3	-6	1.1	-2	-5	4	0	15	1.2	COc1ccc(C(=O)N(CN2CCCC2=O)c2cc(C)on2)cc1OC
0	0	.	5	18	12	-9	-3	1.4	CC(C)c1nnc(NC(=O)C2CCCCC2)s1
5	-5	1.2	6	16	10	-1	-46	1.2	CN1C(=O)C2(C(C#N)=C(N)Oc3n[nH]c(-c4ccc(Cl)cc4)c32)c2ccccc21 (stereo unspecified)
-2	1	0.8	2	-12	3	-6	0	1.5	Cn1cccc1-c1nc2ccc(NC(=O)c3ccco3)cc2[nH]1
7	-5	1.6	2	3	-1	-2	-40	1.5	CCN(CC)CCN1C(=O)C(=O)/C(=C(/O)c2cnn(-c3ccccc3)c2C)C1c1ccc(C)o1 (stereo unspecified)
2	-3	.	-1	-1	-1	-9	-29	1.3	Cc1ccc(Cn2nc(C)c(NC(=O)C3CC3)c2C)cc1
2	-7	.	6	22	11	-3	-25	1.5	Cc1ccc(Nc2ncnc3sc(C)c(C)c23)cc1
-1	-6	1.3	-2	22	5	-5	-23	1.2	COC(=O)Cn1cnc2sc(C)c(S(=O)(=O)N3CCN(c4ccccc4OC)CC3)c2c1=O

4 entries from above, with tabs.
SMILES	EphB4 antag	S1P2 ag	PLAP act	FAK blocker	S1P2 blocker	Rev-RRE block	PLK1 kinase inh	Plk1 PBD FP	MT1-MMP txn act
CCOC(=O)c1c(CN2CCN(CCO)CC2)n(C)c2cc(Br)c(OC)cc12	3	-7	1.5	1	27	9	-16	-5	1.1
CC1CCN(C(=O)C2CC(c3ccc(F)cc3)=NO2)CC1 (stereo unspecified)	4	-7	1	3	24	5	-15	25	1.3
COC(=O)c1c(C)nc2c(c(SC)nn2-c2ccccc2)c1N	3	-1	1.1	-2	-24	11	-10	9	.
COC(=O)C1=C(C)NC(=S)N(C(C)=O)C1c1ccccc1 (stereo unspecified)	1	-5	.	0	-1	-1	-6	-26	1

Other records follow.
EphB4 antag	S1P2 ag	PLAP act	FAK blocker	S1P2 blocker	Rev-RRE block	PLK1 kinase inh	Plk1 PBD FP	MT1-MMP txn act	SMILES
-3	-1	1.2	3	0	1	-5	19	.	COc1ccc(S(=O)(=O)Nc2ccc(N3CCOCC3)cc2)cc1Br
1	-2	.	3	-17	2	-14	-16	1.2	Cc1c(S(=O)(=O)Nc2cc(Cl)ccc2Cl)c(=O)n(C)c(=O)n1C
-9	-5	0.7	1	1	3	0	17	1	Cc1cc(C(=O)CSc2nnnn2-c2ccc(Cl)cc2)c(C)n1CC1CCCO1 (stereo unspecified)
5	-1	1	6	25	16	-9	-6	1.1	CC(C)NC(=O)COc1ncnc2sccc12
0	0	1.2	3	-8	2	-2	-21	1.1	CC1(C)Oc2ccc3ccc(=O)oc3c2/C(=C/NCCN/C=C2\C(=O)C(C)(C)Oc3ccc4ccc(=O)oc4c32)C1=O
-5	-7	1	3	12	2	-11	-1	1.1	CCN1C(=O)/C(=C2/SC(C)=C(C)N2CC)SC1=S
5	-6	1.4	2	9	15	-4	-23	1.4	Cn1c(CN2CCCCC2)nc2cc(NC(=O)c3cccc(Br)c3)ccc21
8	-2	0.9	3	26	5	-7	1	1	COc1ccc(NC2CS(=O)(=O)CC2OC(=O)c2ccc(F)cc2)cc1 (stereo unspecified)
9	-7	0.8	12	10	5	-1	3	.	Cc1cc2ncn(/N=C/c3ccc([N+](=O)[O-])o3)c2cc1C
-2	-5	0.8	0	-4	0	-10	-1	1.2	O=C(COC(=O)c1cccnc1Cl)c1cccc(Cl)c1
-1	-4	0.8	-4	24	7	-1	-22	1.1	CC(C)N(C=O)C1(C(=O)NC2CCCCC2)CCCCC1
6	2	1.2	0	-14	3	-9	-10	1.2	O=C1CC(N2CCN(c3ccccc3)CC2)C(=O)N1c1ccc2c(c1)OCCO2 (stereo unspecified)
7	-6	1	-7	4	10	-13	-29	.	O=C1C2C3CCC(C3NCc3ccccc3)C2C(=O)N1Cc1ccccc1 (stereo unspecified)
8	-6	.	1	-16	3	-5	2	1	CCOC(=O)c1nnn(CC(=O)N2N=C(c3cccc4ccccc34)CC2c2ccccc2)c1C(=O)OCC (stereo unspecified)
12	-3	1.1	0	-14	3	-5	4	.	Cc1ccc(SC(CC(=O)c2ccc(C)cc2)C(=O)O)cc1 (stereo unspecified)
2	-4	.	2	3	11	-1	-11	1.1	CN1CCN(C(=O)c2ccc3c(c2)N(Cc2cccc(Cl)c2)C(=O)c2ccccc2S3=O)CC1 (stereo unspecified)
-3	-9	.	6	8	2	-15	23	1.1	O=c1[nH]cnc2nc(-c3ccccc3)c(-c3ccccc3)nc12
2	-4	1.2	-2	7	3	-3	-8	.	Cc1cccc(-n2c(C)cc(/C=N/NC(=O)c3cccc([N+](=O)[O-])c3C)c2C)c1
-1	-3	0.9	3	0	-5	-16	4	1.1	O=C(CSc1nc2c(sc3ccccc32)c(=O)n1Cc1ccccc1)NCC1CCCO1 (stereo unspecified)
2	-5	1.4	3	-18	2	-6	-26	.	Cc1cc(C(=O)N/N=C/c2cccc(OC(=O)c3ccco3)c2)n[nH]1
-4	-6	1.1	-1	-12	12	-1	-7	.	O=C(CS(=O)(=O)c1cn(Cc2ccc(Cl)cc2)c2ccccc12)N1CCCCC1
1	-11	1.5	-1	18	6	-162	6	1.7	O=C(Nc1ccccn1)c1c(O)c2cccc3c2n(c1=O)CCC3
-6	-5	1	-1	-2	6	-7	-6	1.1	COc1ccc(Cn2nnnc2C(c2ccncc2)N2CCOCC2)cc1 (stereo unspecified)
3	-7	0.9	-3	14	3	-2	1	.	Cc1cc(C)c2nc(SCc3ccc([N+](=O)[O-])cc3)nc(C)c2c1
4	2	0.9	-2	-36	9	-18	-40	1	c1ccc2c(-c3nnc(SCc4cn5ccccc5n4)o3)c[nH]c2c1
1	-6	1.2	0	4	-7	-4	1	1.1	CCN(CC)CC(O)COc1ccccc1C(=O)CCc1ccccc1 (stereo unspecified)
-2	-9	1.2	8	-4	9	-13	-32	1	COCC(=O)N(Cc1ccc(OC)cc1)Cc1nc2ccccc2c(=O)[nH]1
-1	-3	0.9	2	-27	4	-11	-25	0.9	O=C(Nc1ccccc1Cl)N1CCN(c2ncccn2)CC1
-7	-8	.	2	-14	4	-15	-13	.	O=C1C=C(Nc2ccc(Cl)cc2)CC(c2ccc(Cl)cc2)C1 (stereo unspecified)
1	-5	0.7	1	7	20	-9	-12	0.9	c1ccc(Nc2nc(N3CCCCC3)nc(N3CCCCC3)n2)cc1

Random draw from the library. About 3.9% of those tested had a hit in this group.
